# RORA act = activates the human nuclear receptor RORA; 65,000 compounds, 1.5% hits; activation, % at 10 µM; CHO-K1 Gal4-RORA LBD luciferase reporter, luminescence; percent increase over mock-subtracted basal signal; AID 560; P35398;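 active = activation above the mean of all tested compounds plus 3 SD, cut at about 49% in these data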;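 also: 0% = DMSO-treated RORA cells and 100% = added signal equal to DMSO minus mock-transfected cells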
# Target sequence (P35398 whole entry, looked up, the tested form may be a part): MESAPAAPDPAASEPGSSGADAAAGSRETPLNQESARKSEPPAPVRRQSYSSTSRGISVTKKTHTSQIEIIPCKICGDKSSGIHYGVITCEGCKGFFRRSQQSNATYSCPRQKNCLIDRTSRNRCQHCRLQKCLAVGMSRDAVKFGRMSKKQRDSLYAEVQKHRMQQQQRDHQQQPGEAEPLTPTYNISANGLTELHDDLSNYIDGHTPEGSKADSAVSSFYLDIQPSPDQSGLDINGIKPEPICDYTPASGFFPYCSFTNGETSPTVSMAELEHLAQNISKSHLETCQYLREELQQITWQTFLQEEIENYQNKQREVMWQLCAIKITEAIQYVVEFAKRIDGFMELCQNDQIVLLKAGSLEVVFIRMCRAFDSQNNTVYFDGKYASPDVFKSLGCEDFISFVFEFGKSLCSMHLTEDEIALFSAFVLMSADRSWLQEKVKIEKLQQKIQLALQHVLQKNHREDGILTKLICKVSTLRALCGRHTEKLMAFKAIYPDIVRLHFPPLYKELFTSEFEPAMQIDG
# SF1 activator = activators of human nuclear receptor SF-1. Q13285. CHO-K1 Gal4-SF-1 LBD luciferase reporter; % increase over DMSO SF-1-specific signal. activation, % at 10 µM. 65,000 compounds, 1.9% hits;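 active = activation above the mean activation of all tested compounds plus 3 SD, cut at about 50% in these data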
#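 Compound – one dose, 10 µM compound, 1% DMSO · Test system – transient Gal4-SF-1 LBD reporter, CHO-K1 · Input – 4,000 cells in each well · Read-out basis – percent activation relative to DMSO median and mock-transfected background · Replicates – single measurement per compound · Technique – steady-glow luciferase luminescence, read after 15 min reagent incubation · Timing – 20 h compound treatment, 37 °C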
# TNAP act mid DEA = activates human TNAP at intermediate phosphate acceptor concentration | P05186 | purified TNAP, CDP-star luminescence, 100 mM DEA, 30 min; active compounds read high; scale: 0 levamisole-inhibited, 1 vehicle-only enzyme | activation factor at 20 µM | 64,000 tested, under 10 active | AID 813;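 active = activation factor of at least 2 at 20 µM, relative to controls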
# Target sequence (P05186 whole entry, looked up): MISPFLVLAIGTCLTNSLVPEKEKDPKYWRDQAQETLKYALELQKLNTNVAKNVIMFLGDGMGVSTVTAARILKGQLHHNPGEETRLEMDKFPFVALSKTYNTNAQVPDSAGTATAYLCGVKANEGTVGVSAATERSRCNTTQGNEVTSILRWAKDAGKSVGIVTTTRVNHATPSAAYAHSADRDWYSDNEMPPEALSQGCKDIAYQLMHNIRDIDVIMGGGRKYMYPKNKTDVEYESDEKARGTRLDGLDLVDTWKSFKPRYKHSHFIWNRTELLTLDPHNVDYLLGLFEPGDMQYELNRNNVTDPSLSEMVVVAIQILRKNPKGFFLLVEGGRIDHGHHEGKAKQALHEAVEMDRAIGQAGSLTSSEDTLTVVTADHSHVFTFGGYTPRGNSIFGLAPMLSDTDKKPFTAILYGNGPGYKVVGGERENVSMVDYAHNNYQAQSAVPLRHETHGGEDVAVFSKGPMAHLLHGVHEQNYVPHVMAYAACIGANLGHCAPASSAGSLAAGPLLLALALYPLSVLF
# Cdc25B block = inhibitors of human Cdc25B phosphatase | P30305 | recombinant Cdc25B, OMFP fluorescence Ex485/Em525 | inhibition, %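 (compounds tested at 10 µM final in the well)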 | 65,000 compounds, 0.1% hits | AID 368; in the data active = inhibition above about 50%
# DUSP1 inh = blocks human MKP-1 phosphatase activity. inhibition, %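 (compounds tested at a single concentration somewhere between 10 and 100 µM)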. 65,000 compounds, 0.15% hits. AID 374. recombinant MKP-1, OMFP hydrolysis fluorescence;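 active = inhibition above about 50%, limit read from the data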;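 also: 0% = DMSO max control wells and 100% = wells with enzyme stopped by NaOH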
# D1 mod = allosterically modulates the human D1 dopamine receptor. P21728. B-score at 10 µM. AID 641. 58,000 compounds, 5.9% hits. HEK293 D1, CRE-luciferase, dopamine EC30 potentiation; actives deviate in either direction;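 active = luminescence count or its row- and column-corrected plate score outside the 99.7% band of the plate's sample wells, on either side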
# Hsp90 inh = displaces geldanamycin probe from tumor Hsp90; NCI-N417 lysate Hsp90, Cy3B-geldanamycin FP displacement; inhibition, % at 30 µM; 64,000 compounds, 0.35% hits;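 active = inhibition above 50%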;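 also: 0% = tracer plus lysate wells and 100% = tracer alone without lysate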
# FXIIa inh mix = factor XIIa (human) inhibition, mixture screen; P00748; purified FXIIa, fluorogenic substrate, pooled mixtures; inhibition, % at 5 µM; 62,000 compounds, 0.2% hits; in the data active = inhibition above about 20%, passing the limit was not always enough;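 also: 0% = enzyme without compound and 100% = no enzyme blank; some results filed as inactive read as strong as hits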
# HER2 expr 66K = Her2 kinase expression inhibition | SKBR-3 HER2 protein level, AlphaScreen, 18-24 h; active compounds read low | AID 645 | P04626 | 65,000 compounds, 0.69% hits | HER2 level % of control, % at 10 µM;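 active = HER2 level under 5% of the carrier-only control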;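 also: 100% = DMSO carrier and 0% = 500 nM PU-H71 HSP90 inhibitor; lower value means stronger loss of Her2 protein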
# Numbers without * were called inactive; x = not tested or not shown.
SMILES,RORA act,SF1 activator,TNAP act mid DEA,Cdc25B block,DUSP1 inh,D1 mod,Hsp90 inh,FXIIa inh mix,HER2 expr 66K
O=C(COC(=O)c1ccc[nH]c1=O)NC1CCCC1,-8,-7,1,5,-21,0.82,-3,-9,105
Cc1nn(Cc2ccc(Br)cc2)c(C)c1NC(=O)c1nn(C)cc1Cl,-14,-2,1,-9,4,-0.3,3,5,105
CC1=CC(C)=Nc2ccc(C)cc2N1,58*,76*,0.9,7,-14,-0.75,1,11,81
O=C(C1CCCN(S(=O)(=O)c2ccc(F)cc2)C1)N1CCCC1 (configuration not stated),-1,-4,1,-11,-3,-1.8,-2,5,80
CCc1ccccc1N(CC(=O)NCc1ccco1)C(=O)c1snc(C(N)=O)c1N,-5,5,1,4,2,0.48,-9,16,107
O=C(Nc1cnn(Cc2ccc(Cl)cc2)c1)C1CCCC1,-4,-12,0.9,-5,2,-0.24,-1,0,86
O=C(c1cc(-c2cccc(O)c2)on1)N1CCN(C(c2ccccc2)c2ccccc2)CC1,1,-5,0.8,-8,-5,-1.9,-2,5,61
O=C(O)C1CC(c2cccc(Br)c2)=NO1 (configuration not stated),12,-5,0.9,1,3,-0.1,2,-5,119
Cc1cccc(OCc2nnc(SCc3nc4ccccc4c(=O)[nH]3)o2)c1,-6,-11,1.1,2,9,-0.02,12,4,49
O=C(Cn1nc(-c2ccccc2)ccc1=O)Nc1ccc(N2CCN(C(=O)c3ccccc3)CC2)cc1,-24,-20,0.9,-7,27,0.9,x,3,x
Cc1cc(Cl)cc(C)c1OCCCCn1ccnc1,-2,3,1,-7,0,-0.22,-1,3,86
CCN1C(=O)/C(=C/N2CCc3ccccc32)SC1=S,42,31,0.9,-10,9,-1.5,4,1,97
CCCCn1c(SCN2C(=O)c3ccccc3C2=O)nc2cc(S(N)(=O)=O)ccc21,-15,2,0.9,-11,24,x,2,-20,120
CC1(C)CC(=O)c2cnc(NC(=O)CSc3nc4ccccc4o3)nc2C1,4,7,0.9,-2,4,-0.0083,-4,7,81
CCN(CC)S(=O)(=O)c1ccc(NC(=O)C2COc3ccccc3O2)cc1 (configuration not stated),-25,3,0.9,9,-12,x,1,10,102
COc1cccc(-c2cc(C(F)(F)F)n3nc(N)nc3n2)c1,2,-13,0.9,-14,9,7.3*,23,-2,104
Cc1ccccc1-c1nnn(CC(=O)c2ccc(S(=O)(=O)N3CCCC3)cc2)n1,-9,-10,0.8,-2,0,-0.31,-5,3,114
CCC(=O)Nc1ccc(C(=O)Nc2ccc3c(c2)C(=O)N(CC2CCCO2)C3=O)cc1 (configuration not stated),-1,-13,0.9,-7,3,1.5,-3,-10,85
COc1ccccc1S(=O)Cc1ccc(C(=O)NC2CCCC2)o1 (configuration not stated),-5,-5,1,-11,-4,-0.74,0,0,73
O=C(Cn1nnc(-c2ccc(S(=O)(=O)N3CCCC3)cc2)n1)NCC1CCCO1 (configuration not stated),-5,6,0.8,-11,-10,0.5,-4,0,79

# 3 compounds out of the list above, ordered by their value in TNAP act mid DEA, smallest number first:
Molecule | TNAP act mid DEA | Cdc25B block | DUSP1 inh | D1 mod | FXIIa inh mix | HER2 expr 66K
O=C(Cn1nnc(-c2ccc(S(=O)(=O)N3CCCC3)cc2)n1)NCC1CCCO1 (configuration not stated) | 0.8 | -11 | -10 | 0.5 | 0 | 79
CCCCn1c(SCN2C(=O)c3ccccc3C2=O)nc2cc(S(N)(=O)=O)ccc21 | 0.9 | -11 | 24 | x | -20 | 120
Cc1cccc(OCc2nnc(SCc3nc4ccccc4c(=O)[nH]3)o2)c1 | 1.1 | 2 | 9 | -0.02 | 4 | 49

# Other entries.
SMILES,RORA act,SF1 activator,TNAP act mid DEA,Cdc25B block,DUSP1 inh,D1 mod,Hsp90 inh,FXIIa inh mix,HER2 expr 66K
CCC(=O)c1ccc(N2CCN(C(=O)c3ccc(Br)cc3)CC2)c(F)c1,20,-4,1,-4,31,0.1,-2,2,87
N#Cc1cc2c(=O)n3ccccc3nc2n(Cc2cccnc2)c1=N,-4,-16,0.9,-9,11,0.8,-2,2,79
O=C(Cn1cnc2c(nnn2-c2ccc(F)cc2)c1=O)NCc1ccco1,6,17,0.9,-2,17,-0.023,-1,9,101
COc1ccc(OCC(=O)Nc2ccc(N3CCOCC3)c(Cl)c2)cc1,5,9,0.9,-6,7,-1.3,-4,5,96
Cc1ccc(NC(=O)Nc2ccc(F)cc2)nc1,25,83*,0.9,-3,-4,0.077,0,8,99
O=C(O)CSCCc1ccccn1,2,-7,0.9,-10,0,-1.1,4,7,100
O=C(Nc1ccc2c(c1)nc1n2CCOC1)c1ccco1,7,42,1,-2,-6,-0.8,-4,4,103
O=C(COC(=O)c1c2c(nc3ccccc13)CCCC2)Nc1ccc2c(c1)OCO2,12,7,0.9,-3,29,-0.11,-3,x,70
COc1ccc(-c2cc(C(F)(F)F)nc(N3CCN(c4ccccc4)CC3)n2)cc1OC,11,12,0.9,-11,-1,x,x,4,94
CC(c1cccnc1)N(C(=O)Nc1ccccc1)C1CCCCC1 (configuration not stated),-2,19,0.9,7,11,0.74,0,0,101
CCOC(=O)c1ccc(NC(=O)Oc2ccccc2)cc1,-11,-9,0.9,-15,12,-5,0,14,88
COc1ccc2[nH]c(=O)c(C(c3nnnn3C3CCCC3)N(C)C3CCCCC3)cc2c1 (configuration not stated),-1,-22,0.9,-12,23,-0.71,0,2,129
CCN(CC)c1nc(Nc2ccc(Cl)cc2)nc(OCC#N)n1,-8,0,1.1,-12,4,-0.00012,2,1,76
CC(=NCCN1CCNCC1)C1=C(O)CC(C)(C)CC1=O,-5,28,0.9,-2,14,-0.12,-2,-5,104
CCOC(=O)C(C)Sc1nnc2n1C(C)(C)Cc1ccccc1-2 (configuration not stated),11,-8,0.9,-24,-16,0.29,1,-14,70
N#CCSc1nc2ccccc2c(=O)n1CCC(=O)NCCc1ccccc1,-35,19,0.9,-14,-4,0.069,-1,6,82
COc1cc(Cl)c(C)cc1NC(=O)COc1cc(C)nc(C(C)C)n1,-18,-8,0.9,3,20,2,3,7,124
COc1cc(NC(=O)c2cc3nc(C)cc(C)n3n2)c(OC)cc1Cl,86*,58*,0.9,-11,14,0.13,0,6,x
CCOc1ccc(N(CC(=O)NC2CCCC2)S(=O)(=O)c2c(C)noc2C)cc1,6,9,1,-2,9,-0.097,-2,6,81
O=C(NCCc1ccccc1)c1cnn2c(C(F)F)cc(C3CC3)nc12,-2,12,0.9,-7,-1,5.1*,-2,3,80
Cn1c(Cn2c(=O)sc3ccccc32)nnc1SCC(=O)NCc1ccc(F)cc1,-8,-13,1,-8,6,x,-3,10,99
O=C(Cc1c(F)cccc1Cl)N1CCN(C(=O)c2ccco2)CC1,-15,-18,0.8,-3,10,0.24,-3,5,94
C=CCc1ccccc1OCCCCN1CCCC1,11,1,0.8,-6,-8,-3*,3,6,71
Cc1ccc(C(C)C)c(OCc2ccc(-c3nnco3)cc2)c1,-8,18,1,-7,9,-0.76,-1,-2,83
C=CCn1c(N)c(C(=O)OC(C)(C)C)c2nc3ccccc3nc21,6,4,0.8,9,-20,4.7,-5,-11,99
CC(C)CCNC(=O)NC(=O)COc1ncnc2sccc12,-19,-10,1,10,22,1.3,-10,6,97
CN(C)C(=O)C1(c2ccccc2)CCN(S(=O)(=O)c2ccccc2)CC1,-2,-9,1,-13,-3,-0.3,-2,0,109
Cc1cccc(N(Cc2ccccc2F)S(C)(=O)=O)c1,-8,0,0.9,-5,6,x,-1,3,95
COc1cc(CN2CCC(C(=O)N3CCN(c4ccccc4F)CC3)CC2)ccc1O,-13,-2,1,3,9,-0.033,-1,8,89
Cn1c(=O)c2c(nc(Oc3ccc4c(c3)OCO4)n2Cc2ccc(F)cc2)n(C)c1=O,2,5,0.9,-24,-15,-0.32,0,7,124
COc1ccc(OC)c(C2CC(=O)C3=C(C2)NC(=O)CC3c2ccc(O)c(OC)c2)c1 (configuration not stated),-18,-9,0.9,-3,1,-0.084,-1,0,69
COc1cccc(-c2nnc(SCC(=O)Nc3ccc(S(N)(=O)=O)cc3)n2C)c1,-11,-2,0.8,-22,10,-0.36,-1,9,127
O=C(c1ccco1)N1CCN=C1SCc1ccc(F)cc1,-10,-19,0.9,1,10,0.55,-3,3,89
COC(=O)C(CC(C)C)NC(=O)c1ccc(F)cc1 (configuration not stated),-10,8,1,-1,2,-0.13,-4,4,49
O=C(C1CCN(S(=O)(=O)c2cccc3cccnc23)CC1)N1CCN(Cc2ccccc2)CC1,9,6,0.9,-8,5,-0.062,1,13,91
COc1ccc(NC2=Nc3ccccc3CC2)cc1,63*,58*,0.9,-12,-2,-3.8,0,2,99
CN(C)S(=O)(=O)Nc1ccc2c(c1)Cc1ccccc1-2,31,36,0.9,-12,7,x,-6,0,142
CCCCNC(=O)NS(=O)(=O)c1ccc(C(=O)OC)o1,-21,-10,0.9,-3,-2,-0.7,-1,-2,x
CCOCCCNC(=O)C(c1ccc(Cl)cc1)N1CCN(c2ccccc2)CC1 (configuration not stated),17,9,1,-11,7,-0.48,-1,2,110
COCCCN1C(=O)c2[nH]nc(-c3ccccc3O)c2C1c1ccc(Cl)cc1 (configuration not stated),-5,21,1.2,-2,5,0.46,1,-13,47

# Next part, overlapping the part above by two compounds.
SMILES,RORA act,SF1 activator,TNAP act mid DEA,Cdc25B block,DUSP1 inh,D1 mod,Hsp90 inh,FXIIa inh mix,HER2 expr 66K
CCOCCCNC(=O)C(c1ccc(Cl)cc1)N1CCN(c2ccccc2)CC1 (configuration not stated),17,9,1,-11,7,-0.48,-1,2,110
COCCCN1C(=O)c2[nH]nc(-c3ccccc3O)c2C1c1ccc(Cl)cc1 (configuration not stated),-5,21,1.2,-2,5,0.46,1,-13,47
CC(C)Oc1ccc(/C(O)=C2/C(=O)C(=O)N(CCCN3CCOCC3)C2c2ccncc2)cc1 (configuration not stated),-4,-2,1,0,-2,0.14,0,9,88
NC(=O)CSc1nnc(CNc2cccc(Cl)c2)n1CCc1ccccc1,4,-9,1,5,33,-1.7,1,1,71
Cc1ccccc1-n1nc(C)c2cc(C(=O)N3CCN(S(=O)(=O)c4ccccc4)CC3)sc21,5,-34,0.9,-3,-14,0.09,2,-2,121
COc1ccccc1S(=O)(=O)Cc1ccc(C(=O)N2CCCC2)o1,13,4,0.8,-8,13,0.23,2,-3,81
O=C(CSc1nnc(-c2ccccc2Br)o1)N1CCc2ccccc2C1,17,-4,0.9,-5,11,9.9*,-4,-24,128
CCOC(=O)c1nn(-c2cc(C(=O)OC)cc(C(=O)OC)c2)cc1O,-8,3,1,-7,8,0.64,-4,-20,130
Cc1ccc(NC(=O)Cn2cccc2)c(Br)c1,-11,-3,0.9,-10,7,-1.3,-2,5,91
Cn1c(=O)oc2cc(S(=O)(=O)NCCC(=O)NC3CCCC3)ccc21,-14,8,1,-19,52*,-0.57,0,9,91
COC(=O)C1C(=O)C2=C(CC1C)NC(C)=C(C(=O)OCc1ccc(OC)cc1)C2c1ccc(C)o1 (configuration not stated),16,-9,0.9,-6,19,-0.82,-7,1,147
CCOC(=O)N1CCN(C(=O)c2ccc(NS(C)(=O)=O)cc2)CC1,-7,3,1,-9,1,-0.26,-2,5,93
COc1ccccc1CNC(=O)CCn1c(=O)oc2ccccc21,-5,0,0.9,3,12,0.94,2,-18,102
COc1ccc(OCc2nnc3n2N=C(c2ccc(OC)cc2)CS3)cc1,10,-6,0.9,-9,11,9.7*,-2,-7,67
CCc1nc2c(sc3nc(N4CCOCC4)c4c(c32)CC(C)(C)OC4)c(=O)o1,-2,8,0.9,-40,-24,x,-3,x,88
Cc1c(C)c2ccc(OCC(=O)N(C)C)c(C)c2oc1=O,8,13,0.9,-5,-1,-0.57,-3,6,100
CCOC(=O)C1CCN(c2c(NC3CCCCCCC3)c(=O)c2=O)CC1,-14,10,0.8,-3,-5,-1.3,0,2,101
C=CCc1cc(C(=O)N2CCCCC2)ccc1O,-8,5,0.9,2,-6,-0.51,4,3,158

# Assay outcomes: PubChem, several laboratories
